# Screening results from PubChem.
# 12-LOX inh: ALOX12 (human) lipoxygenase inhibition; P18054; purified 12hLO, xylenol orange hydroperoxide absorbance; Potency, µM (highest dose often 108 µM), for the others: at the highest dose activity change, negative = inhibition, actives largely listed as inhibitors; 580,000 tested, 1.1% active; AID 1671190; active = well fitted inhibition curve with a large enough effect; inconclusive = small, poorly fitted or top-dose-only effect, or another doubt; inactive = no such curve, though single readings can be large or run the other way
# Target sequence (P18054 whole entry, looked up): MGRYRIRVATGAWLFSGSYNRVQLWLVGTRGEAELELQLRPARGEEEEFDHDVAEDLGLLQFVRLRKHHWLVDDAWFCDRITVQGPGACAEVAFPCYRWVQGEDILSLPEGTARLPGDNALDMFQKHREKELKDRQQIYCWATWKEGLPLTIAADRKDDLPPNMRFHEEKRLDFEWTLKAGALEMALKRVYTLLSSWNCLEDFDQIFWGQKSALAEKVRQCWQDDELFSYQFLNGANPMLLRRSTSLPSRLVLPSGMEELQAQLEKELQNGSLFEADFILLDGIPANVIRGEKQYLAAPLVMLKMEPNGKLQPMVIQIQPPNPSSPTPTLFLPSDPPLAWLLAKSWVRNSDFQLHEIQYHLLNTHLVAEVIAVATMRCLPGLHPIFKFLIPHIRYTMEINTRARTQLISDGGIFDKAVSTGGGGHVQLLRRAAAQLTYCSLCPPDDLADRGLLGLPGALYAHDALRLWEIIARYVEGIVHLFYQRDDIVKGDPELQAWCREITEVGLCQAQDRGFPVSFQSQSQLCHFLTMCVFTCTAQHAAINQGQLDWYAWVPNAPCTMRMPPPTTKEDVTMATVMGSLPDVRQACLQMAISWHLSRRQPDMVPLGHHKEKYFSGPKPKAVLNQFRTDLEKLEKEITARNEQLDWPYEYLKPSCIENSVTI
#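 Purified human 12hLO at 150 nM in 25 mM Hepes, 0.01% Triton X-100, pH 7.0, preincubated 15 min at room temperature with compound. Reaction started with 40 uM arachidonic acid, 30 min at room temperature. Hydroperoxide measured by Fe-xylenol orange, 573/405 nm absorbance ratio.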
# An asterisk follows results filed as active; ? = inconclusive; [ ] = another dose, or the depositor's remark. % is scaled to controls: 0 for no effect and ±100 for the full control effect; potency is read from the fitted curve at half-maximal effect.
# Preview, 15 compounds:
SMILES,12-LOX inh
COc1ccc(-c2nc(CC(=O)NC3CCN(Cc4ccccc4)CC3)cs2)cc1,56%[activator]
Cc1ccc(C(=O)N/N=C/c2cccnc2)s1,29%
O=C(Nc1cccc(-c2nnc3n2CCCC3)c1)c1ccc[nH]c1=O,35%[activator]
CC(=O)NC1=NN(C(C)=O)C2(S1)C(=O)N(CC(C)C)c1ccc(Br)cc12 (stereo not drawn),24%
Cc1ccc2nc(-c3cccnc3)cc(C(=O)NCCc3ccccc3)c2c1,8%
C#CCN1CCC(C(=O)N2CCN(c3cccc(C(F)(F)F)c3)CC2)CC1,-25%
O=C(c1cccc(F)c1)N1CCC(n2cnnc2-c2ccccc2)CC1,34%
COc1ccc(C2(c3ccc(F)cc3)CCCCC2)cc1,-11%
CC(NC(=O)c1[nH]c2ccc(Cl)cc2c1Cl)C(N)=O (stereo not drawn),-29%
COc1ccc(-c2nc(C)nc3c2CN(C(C)=O)CC3)cc1,41%[activator][176 µM]
COc1ccc(CNC(=O)[C@@H]2Cc3nc[nH]c3CN2C(=O)NC(C)C)cc1,28%[176 µM]
CC1(C(=O)NC2CC2)CCc2cnc(Nc3ccccc3)nc21 (stereo not drawn),-3%[176 µM]
CCCNC(=O)C(NC(=O)c1cccs1)C1CCN(C(=O)c2ccco2)CC1 (stereo not drawn),57%[activator]
CCN1CCN(c2ccc(NC(=O)c3ccccc3OC)cc2Cl)CC1,-44%
Cc1c(NC(=O)NCc2ccccc2)cccc1C(N)=O,4%

# The whole of this part (from the top)
SMILES,12-LOX inh
COc1ccc(-c2nc(CC(=O)NC3CCN(Cc4ccccc4)CC3)cs2)cc1,56%[activator]
Cc1ccc(C(=O)N/N=C/c2cccnc2)s1,29%
O=C(Nc1cccc(-c2nnc3n2CCCC3)c1)c1ccc[nH]c1=O,35%[activator]
CC(=O)NC1=NN(C(C)=O)C2(S1)C(=O)N(CC(C)C)c1ccc(Br)cc12 (stereo not drawn),24%
Cc1ccc2nc(-c3cccnc3)cc(C(=O)NCCc3ccccc3)c2c1,8%
C#CCN1CCC(C(=O)N2CCN(c3cccc(C(F)(F)F)c3)CC2)CC1,-25%
O=C(c1cccc(F)c1)N1CCC(n2cnnc2-c2ccccc2)CC1,34%
COc1ccc(C2(c3ccc(F)cc3)CCCCC2)cc1,-11%
CC(NC(=O)c1[nH]c2ccc(Cl)cc2c1Cl)C(N)=O (stereo not drawn),-29%
COc1ccc(-c2nc(C)nc3c2CN(C(C)=O)CC3)cc1,41%[activator][176 µM]
COc1ccc(CNC(=O)[C@@H]2Cc3nc[nH]c3CN2C(=O)NC(C)C)cc1,28%[176 µM]
CC1(C(=O)NC2CC2)CCc2cnc(Nc3ccccc3)nc21 (stereo not drawn),-3%[176 µM]
CCCNC(=O)C(NC(=O)c1cccs1)C1CCN(C(=O)c2ccco2)CC1 (stereo not drawn),57%[activator]
CCN1CCN(c2ccc(NC(=O)c3ccccc3OC)cc2Cl)CC1,-44%
Cc1c(NC(=O)NCc2ccccc2)cccc1C(N)=O,4%
Cc1ccc(C2=NC(C)(C)N=C2SCC(=O)Nc2ccc(C)c(C)c2)cc1,-8%
COC(=O)[C@@]12C[C@@H](CC(=O)NCc3cccc(C(F)(F)F)c3)C(=O)N(Cc3ccccc3)C1=CCC(C)(C)C2,1%
O=C(c1c[nH]c2ncccc12)N1CCC(N2CCCC2)CC1,29%[176 µM]
O=C(c1ccccc1)N1CCc2nnc(C3CC3)n2CC1,38%[activator]
C1CCC(NCC2CCN(C3CC3)C2)C1 (stereo not drawn),?
COc1cccc(-c2ccc(CN3C4CCC3CN(C(=O)Nc3ccccc3F)C4)cc2)c1,?
c1ccc(Cn2cnnc2CC2CCNCC2)cc1,-4%
CC(C)CNCc1ccc(-c2ccccc2)o1,?
COCCn1c(=O)c(-c2cccs2)nc2cnc(N3CCOCC3)nc21,-18%
O=C(NCc1cccnc1)c1c(OCC2CC2)cc(=O)n2c1CCOCC2,4%
CCC(=O)N1Cc2ccccc2CC2(CCN(Cc3ccc(NC(C)=O)cc3)C2)C1 (stereo not drawn),8%[6.33 µM]
O=C(CCc1nnn2c1CN(C(=O)Cc1c[nH]c3ccccc13)CC2)N1CCCC1,40%[activator]
CCOC(=O)C(O)(c1ccc(N(CC)C(=O)Nc2ccc(Cl)cc2)cc1)C(F)(F)F (stereo not drawn),?
O=C(c1ccc(F)cc1F)N1CCC2(CC1)OCC(C(=O)N1CCCC1)N2C(=O)c1ccccc1 (stereo not drawn),46%
Cc1c(C(=O)N2CCN(c3ccc(F)cc3)CC2)oc2c1C(=O)CC(C)(C)C2,?
C#CCC1c2ccccc2CCN1CC=C (stereo not drawn),-18%
CC(C)(C)C(=O)COC(=O)c1cc(S(N)(=O)=O)ccc1Br,-8%
Cc1ccc(CN2CCCC(CNS(=O)(=O)C3CC3)C2)cc1C (stereo not drawn),48%[activator]
COC(=O)c1cc(-c2cccnc2)nc2onc(-c3ccc(C)cc3)c12,?
CC(=O)NCc1ccc(-c2csc(-c3ccccc3C)n2)o1,?
O=C(Nc1ccc(Oc2ccccc2)cc1)N[C@H]1CO[C@H]2[C@@H]1OC[C@H]2OC(=O)Nc1cccc(C(F)(F)F)c1,?
Cc1oc(-c2ccc(Cl)cc2)cc1C(=O)Nc1nccs1,?
COc1ccc(-n2nc3n(c2=O)CCN(CC2CCCCC2)C3)cc1,2%[6.33 µM]
CC(=O)c1cccc(NC(=O)CSc2ncc(-c3ccc(F)cc3)o2)c1,-18%
c1cc(NC2CC2)nc(-c2ccoc2)n1,?
CCn1cnnc1-c1cccc(NS(=O)(=O)c2cccc(F)c2)c1,?
CN1CC(=O)N(C2CCNC2)Cc2c(NCC3CCCCC3)ncnc21 (stereo not drawn),?
Cc1[nH]c(SCC(=O)NCC2(c3ccccc3)CC2)nc1Cc1ccccc1,-21%
CN1CCC(OC2CCN(C(=O)C3CC3)CC2)CC1,49%[activator]
Cc1cc(C)cc(C(=O)c2c(-c3ccccc3)cc3ccccn23)c1,?
C[C@@H](NC(=O)C1=C[C@@H](NC(=O)CC(C)(C)C)[C@@H](O)[C@H](O)C1)C(N)=O,1%[176 µM]
O=C(Nc1ccc(=O)n2c1[C@@H]1C[C@@H](CN(C(=O)COc3ccccc3)C1)C2)c1cncnc1,?
CCCCn1c(CN2CCN(C(=O)c3ccco3)CC2)nc2c1c(=O)[nH]c(=O)n2Cc1ccccc1,?
C1=C(c2nc(-c3cncnc3)cc3c2ccn3Cc2cccnc2)CCOC1,65%[activator][176 µM]
CCCN1CCC2(Cc3ccccc3CN(C(=O)c3ccccc3)C2)C1 (stereo not drawn),12%[6.33 µM]
COC(=O)C1=C(C)N(Cc2cccc(C(F)(F)F)c2)C(=NCc2cc(OC)c(OC)c(OC)c2)NC1c1ccccc1 (stereo not drawn),?
CC(NC(=O)CSCc1cccc(Br)c1)C1CC2CCC1C2 (stereo not drawn),2%
CN1[C@@H](CCC(=O)N2CCOCC2)CNC(=O)[C@@H]2[C@H]1CCN2CC(C)(C)C,2%[176 µM]
O=C(c1cn(CC2CCCN(Cc3cc4ccccc4s3)C2)nn1)N1CCCC1 (stereo not drawn),23%
O=C(c1ccno1)N1CCN2C(=O)N(Cc3ccc(F)cc3)C[C@H]2C1,?
O=C1CCN(Cc2ccccc2OCC(O)CN2CCCCC2)CCN1 (stereo not drawn),86%[activator]
CC(=O)NCCC(=O)N1Cc2ccccc2CC2(CCCCN2CC2CCNCC2)C1 (stereo not drawn),-14%[6.33 µM]
O=C(NCc1ccncc1)c1c(OCC2CC2)cc(=O)n2c1CCCCC2,41%[activator]
[O-][n+]1cccc(/C(Cl)=N/OC[C@@H](O)CN2CCCCC2)c1,-6%[22.9 µM]
Cc1ccc(C#N)c(N2CCC(c3nnc(Cn4cncn4)n3C)CC2)n1,26%
# (listing goes on)
SMILES,12-LOX inh
CCC(CC)NC(=O)C1CCN(C(=O)c2ncn3c2COC(c2ccc(F)cc2)C3)CC1 (stereo not drawn),14%
COc1cccc(NC(=O)O[C@@H]2CC[C@]3(C)C(CC[C@@H](O)[C@H]3CC(=O)NCc3ccccc3OC)[C@]2(C)CO)c1 (stereo partly drawn),5%
COc1ccc(-c2cc(C(=O)NC3CCN(C)CC3)c3ccccc3n2)cc1OC,?
CNC(=O)[C@@H]1C[C@H](Oc2ccccc2)CN1C(=O)CCc1ccccc1,31%[activator]
NC(CO)c1ccc(Oc2ccccc2)cc1 (stereo not drawn),-57%
Cc1ncc2c(c1CNC(=O)c1cc(F)cc(Cl)c1)CCNC2,?
CC[C@H]1CN(C(=O)c2ccc(F)cc2)CC[C@H]1CC(=O)N1CCC(C(=O)OC)CC1,3%[176 µM]
O=C(N/N=C/c1ccco1)c1cc(C2CC2)nc2ccccc12,-3%
CC(=O)c1ccc(S(=O)(=O)N2CCN(C(=O)c3cc(C)no3)CC2)cc1,-3%
COc1cc(/C=N/OCCOc2ccc(C#N)cc2)cc(Cl)c1OC,0%
Cc1ccc(S(=O)(=O)NCc2c(C)nn(Cc3ccccc3)c2C)cc1C,0%
NC(=O)CC1CCN(C(=O)c2cc(=O)c3ccccc3o2)CC1,?
COc1cc(CN2CCC(C)(NC(C)=O)CC2)cc(-c2ccc3[nH]ncc3c2)c1,?
CC(C)N1Cc2cc(C(=O)O)sc2C1,-11%
Cc1ccc(CNC(=O)/C=C/c2ccccc2)o1,-29%
CNC(=O)c1cc[nH]c1C1CCCN(C(=O)c2cc(C)n(CCOC)c2C)C1 (stereo not drawn),106%[activator]
CC(C)(CNC(=O)c1cccc2ccccc12)CNC(=O)c1cccc2ccccc12,19%
O=C(NCC1CC1)C1CC1c1ccncc1 (stereo not drawn),10%
CCN(CC)c1ccc(C(=O)NCc2nnc3c(-c4nc(C(C)C)no4)cccn23)cc1,70%[activator]
COc1ccc(CN(C(=O)c2ccco2)c2ccc(CC(=O)NCc3ccc(F)cc3)cc2)cc1,37%[activator]
COc1cccc(C2CCCN2Cc2nc(-c3cccc(Cl)c3)no2)c1 (stereo not drawn),-3%
CCn1c(C2CCNCC2)nn(Cc2cnn(-c3ccccc3F)c2)c1=O,2%
Cc1ccc(NC(=O)N2CCCC(Cn3c(C4CC4)nc4cccnc43)C2)c(C)c1 (stereo not drawn),11%
Cc1ccc2oc(C(=O)N3CCN(CC(=O)N4CCCCCC4)CC3)cc(=O)c2c1,4%
CCOCCNc1ncnc2c1CN(C1CCNCC1)C(=O)CN2C,?
COC(=O)[C@@H]1Cc2ncn(C)c2CN1C(=O)c1cccs1,-2%[176 µM]
COC(=O)C1=CN(CC(=O)Nc2ccc(F)cc2)S(=O)(=O)N=C1C,1%
O=C(Nc1cc(C(F)(F)F)ccc1Cl)c1nn(-c2cccc(Cl)c2)ccc1=O,15%
O=C(N/N=C1\CC2CCC1C2)c1sc2ccccc2c1Cl (stereo not drawn),38%[activator]
Cc1ccc(OCC(=O)NCc2ccc(-c3nc4ncccc4o3)cc2)cc1,12%
CSc1ccc(NC(C)=O)cc1,-44%
O=C1CCN(S(=O)(=O)c2ccccc2)CCCC(c2nc(-c3cccnc3)no2)CCN1 (stereo not drawn),41%[activator]
CCOc1ccccc1CN1C[C@@H](CO)[C@H](c2nc(C)no2)C1,15%
CCOc1cc(=O)n2c(c1C(=O)NCC1CCCO1)CCCCC2 (stereo not drawn),28%
Cc1c(CCC(=O)NCCc2cccc(F)c2)c(=O)oc2cc(O)ccc12,-11%
COc1ccccc1NC(=O)Cn1nc(-c2cccc([N+](=O)[O-])c2)c2ccccc2c1=O,1%
COc1cccc(OCc2nc(C(=O)N(C)C(C)c3ccon3)co2)c1 (stereo not drawn),8%
CCCOCCCNC(=O)c1c(C)noc1-c1cc(OC)cc(OC)c1,42%[activator]
COc1ccc(CN2CC(=O)N(c3cccc(Cl)c3)[C@@H]3CS(=O)(=O)C[C@@H]32)cc1OC,-49%
O=C(c1ccccn1)N1CCC2(CC1)NC(=O)N(Cc1cccc(Cl)c1)C2=O,37%
NS(=O)(=O)c1ccc(N/N=C/c2cccc(Cl)c2)c([N+](=O)[O-])c1,-5%
O=C(c1ccccc1Cl)N1CC(c2nc(CCc3ccccc3)no2)C1,43%[activator]
Cc1cc(=O)oc2cc(OCC(=O)NCc3cccc(C(F)(F)F)c3)ccc12,-4%
COc1ccc(/C(=N/OC(=O)c2cc(Cl)ccc2OC)c2nccc3cc(OC)c(OC)cc23)cc1OC,6%
CC(C)(C)c1nc(C#N)c(NCC(c2ccccc2Cl)N2CCOCC2)o1 (stereo not drawn),-5%
Cc1cncc(C(=O)NC2CCN(c3ccc(=O)n(C)n3)CC2)c1,?
CN1C(=O)C(c2ccccc2)CC12CCN(S(C)(=O)=O)CC2 (stereo not drawn),-5%
CN(C)C(=O)c1c(NC(=O)c2ccccc2F)sc2c1CCC(C(C)(C)C)C2 (stereo not drawn),-3%
O=C(NC1CCCC1)C(=O)c1ccc2c(c1)CCC2,-75%
COc1ncc(CN2CC[C@@H]3OCC(=O)N(c4ccccc4)[C@H]3CC2)cn1,56%[activator][176 µM]
COc1ccccc1NC(=O)Nc1ccnn1C1CCN(C(=O)CO)CC1,74%[activator]
Cc1noc(C)c1-c1cncnc1NCc1cccnc1,?
Cc1noc(C)c1Cc1ccc(C(=O)NC2CCc3nnc(C)n3CC2)o1 (stereo not drawn),59%[activator]
CCCNC(=O)N(C1CCOCC1)C1CCN(C(=O)c2ccc(Cl)s2)CC1,49%[activator]
O=C(NC1CCCC1)c1ccc2c(c1)-c1ccccc1C2,?
Cn1cccc1C(=O)C(=O)Nc1nn(C)c2cccc(N3CCOC3=O)c12,-25%

# In another format: entries from further up.
> Cc1noc(C)c1-c1cncnc1NCc1cccnc1
  12-LOX inh: ?

> Cc1noc(C)c1Cc1ccc(C(=O)NC2CCc3nnc(C)n3CC2)o1 (stereo not drawn)
  12-LOX inh: 59%[activator]

# The list is partial, so the mix of outcomes need not match the whole.
